# Salmonella PhoP GFP: PhoP-dependent GFP reporter repression – Salmonella Typhimurium, primary screen (AID 1863). S. Typhimurium PhoP-regulated promoter GFP reporter, 4 h; higher % means a stronger effect. actives 0.16% (n = 300,000). inhibition, % at 50 µM; hits with a dose series show IC50 in µM;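 active = inhibition over 29.93%, a cutoff 3 SD above the screen mean, later confirmed by dose response; inconclusive = inhibition over 29.93% but no dose response follow-up; inactive = inhibition at most 29.93% or unconfirmed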;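 note: 0% = low Mg2+ inducing control and 100% = high Mg2+ repressing control; strong numbers were not always called active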
# Myeloid diff MLP: promotes myeloid progenitor differentiation; ER-HoxA9 myeloid progenitors, lysozyme-GFP differentiation, flow cytometry; calls only at 10 µM; actives 1% (n = 360,000); AID 624256;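 active = normalized GFP-positive differentiation at or above the plate's own cutoff, the solvent-only control mean plus 3 SD; inconclusive = no clear call, values can overlap the other calls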;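 note: cells exposed to compound for four days before flow analysis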
# RSV antiviral HEp-2: inhibition of RSV-induced cytopathic effect – HEp-2 cells, primary 10 µM value included (AID 2391); one-dose CPE inhibition, % at 10 µM; IC50 in µM for titrated hits; actives 0.13% (n = 310,000); HEp-2 cells, RSV-induced CPE inhibition; higher % means a stronger effect; in the data active = a potency from the dose series; inconclusive = CPE inhibition mostly from about 23% at the one dose, without a potency; inactive = the rest, 99 in 100 with CPE inhibition below about 21%; note: strong numbers were not always called active
# Myeloid diff MLP GFP+ MAC1+ %: recorded beside Myeloid diff MLP, whose call it bears; GFP+ MAC1+ double positive, %; measured here: differentiation confirmed by MAC1 staining
# * hit, by the source's call; i = inactive; u = inconclusive; x = not tested or not shown. Not all compounds are listed (hit frequency here may not be typical).
# Screens in order: Salmonella PhoP GFP, Myeloid diff MLP, Myeloid diff MLP GFP+ MAC1+ %, RSV antiviral HEp-2
> CC(=O)c1cccc(NC(=O)NC2CC(=O)N(c3ccc4c(c3)OCCO4)C2)c1 (stereo not given)
    -1%, i, 0.6, 1.4%
> COc1ccc(Cc2nnc(SCC(=O)NC3(C#N)CCCCC3)n2N)cc1
    1%, i, 0.6, -2.7%
> CCN(CC(=O)Nc1c(F)cccc1F)C(=O)c1ccc2ccccc2n1
    10%, i, 2.0, 2.1%
> Cc1ccc(C(=O)OCC(=O)NCCc2ccccc2)cc1S(=O)(=O)N1CCOCC1
    -7%, i, 0.6, 0.0%
> Cc1c(C(=O)N2CCN(c3ncccn3)CC2)oc2c(Cl)cccc12
    -5%, i, 0.3, 6.2%
> COc1ccc(NC(=O)COC(=O)c2ccc(-n3cnnn3)cc2)cc1Cl
    -9%, i, 1.2, -0.8%
> CC1Nc2ncnc(N3CCN(c4ccccc4)CC3)c2N(Cc2ccc(Cl)cc2)C1=O (stereo not given)
    -5%, i, 2.9, 24%
> CC1CCCN(C(=O)COC(=O)CSc2ccc(C(N)=O)cc2[N+](=O)[O-])C1 (stereo not given)
    -4%, i, 0.6, -0.6%
> COc1ccc(N2CCN(Cc3cc(=O)c(OCC(=O)NC4CCCC4)co3)CC2)cc1
    -5%, i, 1.4, 8.7%
> CC(=O)c1ccc(S(=O)(=O)NC2CC(=O)N(c3ccc(C)cc3)C2)cc1 (stereo not given)
    10%, i, 0.7, 1.3%
> COc1ccc([C@H]2/C=C\CN(S(C)(=O)=O)[C@@H](C)C(=O)N2Cc2ccc(F)cc2)cc1
    2%, i, 1.9, 0.2%
> Cc1cc(C)cc(NC(=O)COC(=O)COc2cccc3c2OC(C)(C)C3)c1
    -3%, i, 1.0, -2.3%
> CCCCN(C(=O)c1ccco1)C1CCS(=O)(=O)C1 (stereo not given)
    -1%, i, 0.2, -1.4%
> COc1ccccc1NC(=O)Nc1nc(CC(=O)NC2CCCC2)cs1
    2%, i, 0.9, 1.0%
> COc1ccc(N2CCN(C(=O)COC(=O)CCOc3ccc(C(C)(C)C)cc3)CC2)cc1
    4%, i, 1.1, -0.3%
> Nc1c(C(=O)Nc2ccc3c(c2)OCCO3)nnn1Cc1ccccc1Cl
    1%, i, 0.4, 14%
> COc1cccc(N2CCN(C(=O)CN3C(=O)NC(C)(c4ccc5ccccc5c4)C3=O)CC2)c1 (stereo not given)
    -4%, i, 0.6, 22%
> O=C(NCc1ccc2c(c1)OCO2)C(=O)Nc1cc2c3c(c1)CC(=O)N3CCC2
    5%, i, 0.6, -1.4%
> CCN(C(=O)CSc1nc(-c2ccccc2)cn1N)c1c(N)n(Cc2ccccc2)c(=O)[nH]c1=O
    2%, i, 0.6, -1.4%
> CC(C)CN(C(=O)COC(=O)CCSc1ccc(F)cc1)c1c(N)n(Cc2ccccc2)c(=O)[nH]c1=O
    -1%, i, 0.5, -2.4%
> O=C(NCC(c1ccco1)N1CCc2ccccc2C1)c1c(F)cccc1F (stereo not given)
    3%, i, 0.7, -2.1%
> C/C=C1\COC(C(=O)NCCN2CCCC2)(C(F)(F)F)C=C1C=C1CCCCC1 (stereo not given)
    6%, i, 3.0, -3.7%
> COC(=O)c1ccc2c(=O)[nH]c(COC(=O)c3cccc(S(=O)(=O)N4CCOCC4)c3)nc2c1
    -10%, i, 0.6, -1.8%
> CCCCCc1nnc(NC(=O)C2=COCCO2)s1
    -10%, i, 1.2, 1.5%
> CN(C(=O)COC(=O)/C=C/c1ccc(Cl)c(Cl)c1)c1c(N)n(Cc2ccccc2)c(=O)[nH]c1=O
    -2%, i, 1.6, -0.4%
> Cc1csc(NC(C)c2nc3cc(Cl)c(Cl)cc3n2CCCO)n1 (stereo not given)
    -1%, i, 2.3, -2.1%
> Cc1ccc(S(=O)(=O)NCCC(=O)N2CC(C)OC(C)C2)cc1C (stereo not given)
    0%, i, 0.9, -1.8%
> Cc1ccc(C(=O)N(C)CC(=O)Nc2cccc(F)c2)cc1S(=O)(=O)N1CCCCC1
    2%, i, 0.2, -1.0%
> COc1ccccc1CNC(=O)COC(=O)CSc1ccc(Cl)cc1
    0%, i, 1.2, -0.9%
> CC(C)CN(C(=O)COC(=O)c1ccc(Cl)c(N)c1)c1c(N)n(Cc2ccccc2)c(=O)[nH]c1=O
    1%, i, 0.8, -3.0%
> COc1ccc(S(=O)(=O)NNC(=O)C2COc3ccccc3O2)cc1[N+](=O)[O-] (stereo not given)
    -6%, i, 1.0, -1.4%
> CCOC(=O)c1ccccc1NC(=O)COC(=O)CSCC(=O)Nc1cc(C)on1
    6%, i, 0.7, -1.5%
> C=CCN1C(=O)c2ccc(C(=O)OCC(=O)Nc3ccc(S(N)(=O)=O)cc3)cc2C1=O
    -7%, i, 0.4, -0.4%
> Cc1ccc(NC(=O)CSc2nnc(Cc3ccccc3)c(=O)[nH]2)c(C)c1
    -5%, i, 0.8, 1.4%
> CCN(CC(=O)Nc1c(F)cccc1F)C(=O)CSCc1c(C)noc1C
    1%, i, 0.5, 6.7%
> CC(OC(=O)Cc1ccc(F)cc1)C(=O)NCc1ccc2c(c1)OCO2 (stereo not given)
    2%, i, 1.0, -1.4%
> CCCC[C@@H]1CCCO[C@@](C(=O)NCc2ccccn2)(C(F)(F)F)C1
    -4%, i, 1.2, 1.8%
> Cc1ccc(NC(=O)COc2coc(CN3CCc4ccccc43)cc2=O)cc1Cl
    -2%, i, 0.5, 1.7%
> CC12CCC(=O)N1C(C(=O)N1CCN(c3ccccc3)CC1)CS2 (stereo not given)
    -5%, i, 1.4, -0.9%
> Cc1ccc(C(=O)NNC(=O)c2csc(N3CCOCC3)n2)s1
    3%, i, 0.6, 0.0%
> CC(C)(C)[C@H]1C=C(C(=O)NCc2ccccc2)O[C@@H](OCCCCO)C1
    16%, i, 2.4, -1.2%
> CCOC(=O)c1ccc(NC(=S)Nc2ccc(Br)cc2N)cc1
    -8%, i, 1.0, -0.7%
> O=C(CN1C(=O)NC2(CCCC2)C1=O)OCCOc1ccc(Br)cc1
    0%, i, 0.6, -1.3%
> CC(=O)c1c(C)[nH]c(C(=O)NNC(=O)COc2ccc(Cl)cc2C)c1C
    2%, i, 1.0, u
> Cc1c(C(=O)NNC(=O)c2ccccc2O)oc2ccc(Br)cc12
    -6%, i, 0.8, 1.1%
> CCOc1cccc(C2C(C(=O)c3ccc(C)o3)=C(O)C(=O)N2CCCn2ccnc2)c1 (stereo not given)
    4%, i, 0.6, -2.0%
> COc1ccc(NC(=O)CN(C)C(=O)Cc2coc3cc(C)c(C)cc23)cc1
    -10%, i, 0.7, 1.1%
> Cc1ccc(-c2nn(-c3ccccc3)cc2C(=O)NCCCN2CCCC2=O)cc1
    12%, i, 0.4, -1.4%
> Cc1ccc(C)c(OCCC(=O)Nc2cccc(S(=O)(=O)N3CCCC3)c2)c1
    -3%, i, 1.1, u
> COc1ccc2sc(N(CCCN(C)C)C(=O)c3ccc(S(=O)(=O)N4CCCC4)cc3)nc2c1
    2%, i, 1.9, -0.1%
> O=C(COC(=O)Cc1ccc(F)cc1)NCCc1ccccc1
    -1%, i, 1.4, -2.0%
> CN(CC(=O)Nc1ccccc1Cl)C(=O)COC(=O)C1=COCCO1
    5%, i, 0.5, -0.6%
> Cc1cc(C(=O)COC(=O)c2ccc(Cl)c(S(N)(=O)=O)c2)c(C)n1CC1CCCO1 (stereo not given)
    -6%, i, 0.7, 1.8%
> COc1cc(OC)c(C(=O)NNC(=O)CN(C)S(=O)(=O)c2ccc(Cl)cc2)cc1OC
    -6%, i, 0.8, -0.9%
> CN(C)S(=O)(=O)c1cccc(NC(=O)CO/N=C(\N)c2ccccc2)c1
    7%, i, 1.3, 1.4%
> CCCN(C(=O)c1ccc(N2CCCC2=O)cc1)c1c(N)n(Cc2ccccc2)c(=O)[nH]c1=O
    6%, i, 1.2, 0.8%
> O=C(CSC(=S)N1CCCC1)N1CCN(S(=O)(=O)c2ccccc2F)CC1
    4%, i, 0.5, -1.9%
> COc1ccc(C2=NOC(C3(S(=O)(=O)c4ccccc4)CC(O)C3)C2)cc1 (stereo not given)
    -8%, i, 1.1, 3.1%
> Cc1ccc(C)c(OCC(=O)N(Cc2nnc(-c3ccccc3Cl)o2)C2CC2)c1
    -7%, i, 0.4, -0.3%
> C#CCOCCOCCOCCNc1nc(N2CCN(C(=O)CCCCCCCCCCNC(=O)Cn3cc(CCCCCN)nn3)CC2)nc(N2CCN(C(=O)CCCCCCCCCCNC(=O)[C@H]([C@@H](C)CC)n3cc(CCCCCN)nn3)CC2)n1
    14%, i, 1.6, -2.9%

# Next part.
# Screens in order: Salmonella PhoP GFP, Myeloid diff MLP, Myeloid diff MLP GFP+ MAC1+ %, RSV antiviral HEp-2
> CCN1CCN(c2ccc(S(=O)(=O)N3CCOCC3)cc2NC(=O)/C=C/c2cccc(OC)c2OC)CC1
    -3%, i, 1.1, -1.5%
> COc1cc(C(=O)O)c2c(c1C)OC(=O)c1c(C)cc(O)c(C=O)c1O2
    -6%, i, 2.5, 2.1%
> O=C(NCC(=O)N1CCN(C(=O)c2ccco2)CC1)c1ccc(Cl)cc1
    6%, i, 0.5, -1.1%
> COCCN(C(=O)COC(=O)Cc1c[nH]c2ccccc12)c1c(N)n(Cc2ccccc2)c(=O)[nH]c1=O
    -9%, i, 0.2, -0.2%
> CC(=O)Nc1cccc(NC(=O)CSc2nnc3ccc(-c4cccnc4)nn23)c1
    -3%, i, 0.5, 0.7%
> Cc1ccc2sc(N(CCCN(C)C)C(=O)c3ccc(S(=O)(=O)N4CCOCC4)cc3)nc2c1C
    -3%, i, 0.8, -2.2%
> CC(C)Oc1ccc(C(=O)OCC(=O)N2CCCc3ccccc32)cc1
    1%, i, 1.0, 1.5%
> CCCCN(CCCC)CCC(O)c1cc2c(Cl)cc(Cl)cc2c2cc(C(F)(F)F)ccc12 (stereo not given)
    -2%, u, x, -0.3%
> Cc1cc(C)n2nc(SCC(=O)N(C)C3CCCCC3)nc2n1
    2%, i, 0.4, 0.1%
> CCN(Cc1ccccc1)C(=O)c1ccc(N(C)S(=O)(=O)c2ccc(C)cc2)cc1
    0%, i, 0.7, 16%
> COc1ccc(CC(=O)NCCS(=O)(=O)N2CCN(c3ccccc3)CC2)cc1OC
    0%, i, 1.3, 0.9%
> CN(C(=O)COn1nnc2ccc(S(=O)(=O)N3CCOCC3)cc21)c1ccccc1
    -3%, i, 0.6, -1.6%
> CCN(CC(=O)Nc1ccc(NC(C)=O)cc1)C(=O)c1ccccc1CCc1ccccc1
    0%, i, 0.9, 1.3%
> COc1cccc(-c2nn(-c3ccc(F)cc3)cc2C(=O)NCC2CCCO2)c1 (stereo not given)
    3%, i, 0.9, 1.2%
> Cc1ccc2nc(SCC(=O)NC3CCCCC3)nc(=O)n2c1
    -3%, i, 0.7, 1.9%
> O=C(COC(=O)C1CCN(c2ccc(C(F)(F)F)cn2)CC1)c1ccc(F)cc1
    10%, i, 1.6, -0.2%
> COc1ccc(CC(=O)OCC(=O)N2CCCc3ccccc32)cc1OC
    -1%, i, 0.6, -2.0%
> COc1ccc(NC(=O)CSc2nc3[nH]ncc3c(=O)[nH]2)cc1OC
    2%, i, 0.7, -1.1%
> CCOC(=O)c1c(NC(=O)COC(=O)Cn2cnc3c2c(=O)n(C)c(=O)n3C)sc(C)c1CC
    11%, i, 0.9, 0.9%
> O=C(NCC(c1ccco1)N1CCc2ccccc2C1)c1cccc(F)c1 (stereo not given)
    -10%, i, 1.0, -1.8%
> CCOc1ccc(OCCOC(=O)C2CCN(S(=O)(=O)c3ccc(C)c(C)c3)CC2)cc1
    2%, i, 1.2, 0.8%
> CCN(CC)c1ccc(NC(=O)c2ccc(=O)[nH]c2)cc1S(=O)(=O)Nc1ccc(OC)cc1
    -5%, i, 0.5, 1.0%
> O=C(COc1ccccc1F)Nc1ccc2[nH]c(=O)[nH]c2c1
    -4%, i, 1.5, -2.6%
> CCCCn1c(N)c(N(CCOC)C(=O)CSCc2cccc(C)c2)c(=O)[nH]c1=O
    -8%, i, 0.4, -1.3%
> Cc1ccc(-c2cc(C(=O)N3CCCC(C(F)(F)F)C3)c3ccccc3n2)o1 (stereo not given)
    -6%, i, 1.2, -1.4%
> Cc1cccc(C(C)C)c1NC(=O)COC(=O)CN1C(=O)C2CC=CCC2C1=O (stereo not given)
    -5%, i, 0.7, -1.0%
> CN(CC(=O)Nc1cccc(F)c1)C(=O)/C=C/c1cn(Cc2ccccc2)nc1-c1cccnc1
    -5%, i, 0.7, 1.0%

# 4 structures from above, sorted by count of non-hydrogen atoms, lowest first.
# Screens in order: Salmonella PhoP GFP, Myeloid diff MLP, Myeloid diff MLP GFP+ MAC1+ %, RSV antiviral HEp-2
> O=C(COc1ccccc1F)Nc1ccc2[nH]c(=O)[nH]c2c1
    -4%, i, 1.5, -2.6%
> COc1ccc(NC(=O)CSc2nc3[nH]ncc3c(=O)[nH]2)cc1OC
    2%, i, 0.7, -1.1%
> O=C(NCC(c1ccco1)N1CCc2ccccc2C1)c1cccc(F)c1 (stereo not given)
    -10%, i, 1.0, -1.8%
> CC(=O)Nc1cccc(NC(=O)CSc2nnc3ccc(-c4cccnc4)nn23)c1
    -3%, i, 0.5, 0.7%
